# Screens (PubChem BioAssay)
# PRMT1 inh: PRMT1 methyltransferase inhibitors, primary screen, biochemical, fluorescence polarization | Protein arginine N-methyltransferase 1 (Homo sapiens), Q99873 | inhibition, % at 2.79 µM | actives 1.3% (n = 370,000) | recombinant PRMT1, activity-based probe fluorescence polarization;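 active = inhibition above about 21% made by adding two undisclosed values, limit read from the data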
# TDP2 inh: human TDP2 enzyme inhibitors, primary screen, biochemical, epi absorbance, recombinant enzyme. T5PNP hydrolysis, p-nitrophenol absorbance 415 nm. AID 720702, 2013. inhibition, % at 12.8 µM. actives 0.34% (n = 370,000). Tyrosyl-DNA phosphodiesterase 2 (Homo sapiens), O95551;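 active = inhibition above the mean of all tested compounds plus 3 SD, set per campaign, cut at about 25% in these data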;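 note: 0% = DMSO with enzyme and 100% = buffer with substrate but no TDP2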
# Target sequence (O95551 whole entry, looked up): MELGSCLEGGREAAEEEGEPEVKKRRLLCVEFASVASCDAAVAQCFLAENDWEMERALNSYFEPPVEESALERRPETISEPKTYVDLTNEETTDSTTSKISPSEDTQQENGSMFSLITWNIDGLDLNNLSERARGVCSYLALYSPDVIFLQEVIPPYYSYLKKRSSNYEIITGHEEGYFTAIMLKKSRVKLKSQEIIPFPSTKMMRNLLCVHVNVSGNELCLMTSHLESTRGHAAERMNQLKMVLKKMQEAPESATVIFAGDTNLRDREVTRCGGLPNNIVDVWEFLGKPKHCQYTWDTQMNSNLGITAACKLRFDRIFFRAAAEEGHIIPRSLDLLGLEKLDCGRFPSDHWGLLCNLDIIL
#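 Material: recombinant human TDP2; quantity: TDP2 enzyme at 120 nM final; medium: Tris-HCl pH 7.5 with MgCl2; compound: single concentration, 12.8 µM nominal, with 1% DMSO; incubation: 2 h enzyme incubation at 37 °C; signal: epi absorbance; measure: percent inhibition; benchmarks: high control without enzyme, low control DMSO plus TDP2; repeats: singlicate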
# HTRA1 inhibitor: HTRA1 serine protease inhibitors, primary screen, biochemical, fluorescence polarization, HTS; actives 0.5% (n = 340,000); recombinant HTRA1, FP-rhodamine activity-based probe; inhibition, % at 5.96 µM; Q92743; in the data active = inhibition above about 36%;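 note: 0% = enzyme with DMSO and 100% = wells lacking enzyme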
# rCAG RNA binder: binders of r(CAG) RNA repeats, primary screen, biochemical, fluorescence; r(CAG) RNA repeat, TO-PRO-1 dye displacement fluorescence; inhibition, % at 3 µM; actives 1.3% (n = 370,000);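 active = inhibition above the plate cutoff, the mean of all test compounds on that plate plus 3 SD, cut at about 35% in these data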;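 note: 0% = DMSO alone and 100% = 100 µM mitoxantrone as full dye displacement; higher means more dye released from RNA so lower well fluorescence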
# Rev-erbA mod: modulators of Rev-erb alpha DNA binding, primary screen, biochemical, FITC-DNA, fluorescence polarization, uHTS | Nuclear receptor subfamily 1 group D member 1 (Homo sapiens), P20393 | Rev-erbα–FITC-DNA binding, 90 min | activity, % at 10 µM | actives 0.79% (n = 370,000) | AID 1259318, 2017;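 active = activity above about 14%, limit read from the data; passing the limit was not always enough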;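 note: 0% = DMSO wells with 35 nM protein and 100% = DMSO wells with 750 nM protein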
# TCR CD3 inh: inhibitors of human TCR-CD3 interaction, primary screen, biochemical, fluorescence, TAMRA-labeled TCR probe; T-cell receptor (TCR); inhibition, % at 9.4 µM; actives 0.37% (n = 360,000); in the data active = inhibition above about 19%;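 note: recombinant mutant TCR 2C K166C tagged with TAMRA read by polarization; 0% = receptor in buffer alone and 100% = receptor with positive control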
# SIAE primary: human SIAE inhibitors, primary screen, biochemical, fluorescence polarization, FP-Rh probe, 1536-well HTS. SIAE FP-Rh probe binding. inhibition, % at 9.66 µM. actives 0.69% (n = 370,000);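 active = inhibition above a cutoff: mean of compounds within the control limits plus 3 SD of those, cut at about 17% in these data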;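 note: 0% = plate median of compound wells and 100% = probe without SIAE protein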
# Target sequence (Q9HAT2 whole entry, looked up): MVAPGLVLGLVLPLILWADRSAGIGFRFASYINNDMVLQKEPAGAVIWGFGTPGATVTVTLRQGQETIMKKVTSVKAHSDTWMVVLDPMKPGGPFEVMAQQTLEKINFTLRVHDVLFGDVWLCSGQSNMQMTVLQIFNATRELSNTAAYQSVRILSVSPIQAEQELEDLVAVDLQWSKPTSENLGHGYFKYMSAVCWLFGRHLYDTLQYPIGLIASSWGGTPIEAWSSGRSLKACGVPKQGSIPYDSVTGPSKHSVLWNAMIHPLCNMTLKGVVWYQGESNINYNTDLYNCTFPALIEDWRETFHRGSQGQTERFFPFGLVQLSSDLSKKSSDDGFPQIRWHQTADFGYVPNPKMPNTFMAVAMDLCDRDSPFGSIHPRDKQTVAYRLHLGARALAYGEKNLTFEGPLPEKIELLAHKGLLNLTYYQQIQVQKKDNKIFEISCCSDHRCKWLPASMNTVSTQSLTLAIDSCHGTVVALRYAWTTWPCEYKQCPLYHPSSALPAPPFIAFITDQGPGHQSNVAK
# LEDGF integ inh: blockers of LEDGF/p75-dependent integrase strand transfer – biochemical, TR-FRET, high throughput, primary screen. HIV-1 integrase (with human LEDGF/p75). TR-FRET IN-LEDGF/p75 DNA integration, Eu/Cy5. inhibition, % at 3.7 µM. actives 0.64% (n = 370,000);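 active = inhibition above the screen-wide mean plus 3 SD, cut at about 13% in these data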;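 note: signal is the Cy5 over europium emission ratio at 671 and 618 nm; 0% = plate median of compound wells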
# mABHD4 FP: ABHD4 inhibitors, primary screen, biochemical, fluorescence polarization, mouse | actives 0.54% (n = 370,000) | purified mABHD4, FP-Rh probe fluorescence polarization | (Lyso)-N-acylphosphatidylethanolamine lipase (Mus musculus), Q8VD66 | inhibition, % at 8.92 µM;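 active = inhibition exceeding the mean over every tested compound plus 3 SD, cut at about 30% in these data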;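 note: 0% = plate median of compound wells and 100% = S159A mutant with DMSO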
#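 system = mouse ABHD4 enzyme, wild type | medium = HEPES pH 7.0, NaCl, Pluronic buffer | also added = FP-Rh probe | incubation = Enzyme–compound pre-incubation 45 min, then probe 60 min, both 25 °C | technique = fluorescence polarization, excitation 525 nm, emission 598 nm, BODIPY TMR filters | controls = S159A mutant high control, sample median low control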
# PG9 binder: binders of HIV-1 gp120 antibody PG9, primary screen, biochemical, TR-FRET; HIV-1 gp120 / PG9 antibody interaction; TR-FRET gp120-PG9 antibody binding; inhibition, % at 6.7 µM; actives 0.43% (n = 360,000); in the data active = inhibition above about 8.5%
# Starred values were filed as active, the others as inactive; . = not tested or not shown. A portion of the library (hit frequency here may not be typical).
SMILES,PRMT1 inh,TDP2 inh,HTRA1 inhibitor,rCAG RNA binder,Rev-erbA mod,TCR CD3 inh,SIAE primary,LEDGF integ inh,mABHD4 FP,PG9 binder
Cc1ccc(NC(=O)N2CCC(C(=O)Nc3ccc(C)cc3C)CC2)cc1,2,1,3,-4,0,5,3,0,0,0.1
O=C(c1cccnc1)N1CCN(C(=O)c2ccco2)CC1,-2,9,-3,-2,1,6,2,-4,0,-1.1
Cc1cc(C(=O)NCc2cc(C)n(C)n2)sc1-c1ccccc1,3,2,-16,3,0,0,11,2,0,-1.3
O=C(O)C(Cc1ccccc1)N1C(=O)c2cccc3cccc(c23)C1=O (stereo unspecified),-3,3,-4,8,0,9,14,-2,7,-0.9
O=C(CN1C(=O)CCC1=O)Nc1ccc2c3c(cccc13)CC2,5,-16,6,5,1,-3,-3,-10,-14,-1.3
O=C(c1cc(COc2cccc3cnccc23)on1)N1CCC(c2ccccc2Cl)C1 (stereo unspecified),0,25*,-7,3,8,0,-6,1,1,-0.9
CCOC(=O)C1(Cc2ccccc2C)CCCN(C(=O)c2ccc(COC)o2)C1 (stereo unspecified),0,-9,5,-7,-3,2,2,0,8,-1.5
CN(CC1CCCN(CCc2ccc(Cl)cc2)C1)C(=O)c1ccco1 (stereo unspecified),1,10,0,-8,-1,0,-4,2,3,-1.5
COCC(=O)N1CC[C@H]2[C@@H]1c1cc(-c3cccc(OC)c3)ccc1N(C)[C@H]2CO,2,0,.,4,0,.,-6,0,2,.
COc1ccc(NC(=O)CN(C)C(=O)c2cc(C)on2)cc1,-2,9,-8,0,-5,0,1,-1,-1,0.1
CCOc1ccc(S(=O)(=O)NCCC(=O)Nc2cccc(C(=O)OC)c2)cc1,2,5,-5,4,3,2,4,0,0,-2.6
O=C(c1ccc(CS(=O)(=O)c2ccc(Br)cc2)o1)N1CCCC1,4,2,4,0,-2,2,3,-1,-1,-1.1
COc1ccc(CN2CCN(C(=O)C3CCC(CNS(=O)(=O)c4ccc(C)cc4)CC3)CC2)c(OC)c1OC (stereo unspecified),-5,1,-6,-11,-1,0,3,2,-3,-0.2
CC(C)(C)NC(=O)NCc1ccco1,-4,-1,0,0,-2,-1,2,3,8,0.5
COc1ccc(CNC(=O)C(OC(=O)c2ccco2)c2ccccc2)cc1 (stereo unspecified),3,4,-5,1,-1,-3,-1,0,0,0.9
COc1cc(/C=C2\CCC/C(=C\c3ccc(O)c(OC)c3)C2=O)ccc1O,22*,5,21,22,3,0,-1,8,12,0.5
Cc1cccc(C)c1NS(=O)(=O)c1ccc(NC(=O)c2ccc(Cl)c([N+](=O)[O-])c2)cc1,2,-1,-13,11,-4,2,-5,1,-9,-1.7
Cc1cccc2cc(C#N)c(NCCNC(=O)COc3ccccc3)nc12,2,-1,-4,-2,.,-6,-10,-6,-5,0.3
CCOC(=O)/C=C1/SCC(=O)N1CC(=O)Nc1cccc(F)c1,0,1,-1,2,-3,0,0,1,-1,-2.6
Cc1ccc([C@@H]2[C@@H]3C(=O)N(C)C(=O)[C@@H]3[C@]3(C)C(=O)N(CC4CC4)CC(=O)N23)o1,2,4,1,0,-2,1,-3,2,3,-1.6
O=C(CNC(=O)c1ccccc1Cl)N/N=C/C=C/c1ccccc1,0,-7,-5,0,6,7,7,-2,0,-2.9
COc1cc(NC(=O)c2ccccc2[N+](=O)[O-])ccc1NC(=O)C(C)C,0,9,-4,-3,0,6,-1,-2,6,0.9
O=C(NCC1CC1)C1Cc2c(-c3ccc4c(c3)OCO4)ccnc2O1 (stereo unspecified),1,-10,.,2,-3,3,1,-3,-1,0.8
CC(C)Oc1ccc(C(CC(=O)O)n2cnnn2)cc1 (stereo unspecified),-3,15,.,-2,-2,-4,6,2,1,0.9
COc1cc(NC(=O)CSc2c3c(nc4ccccc24)CCC3)cc(OC)c1OC,0,1,-2,-4,-5,0,1,1,6,-2.0
CC(C)(C)C(=O)Nc1ccc(-c2cnco2)cc1,-6,-2,-2,1,-1,0,5,7,-5,-1.8
NC(=O)C1(N2CCCCC2)CCN(c2nc(-c3ccccc3)cs2)CC1,-1,0,0,-2,-1,4,4,-1,-2,-3.9
CC[N+](CC)(CC)C/C=C/CN1CCCCC1,-1,-1,2,-2,-5,0,0,1,-3,-0.7
CCC1(C2=CCCCC2)C(=O)NC(=O)N=C1N (stereo unspecified),-1,7,0,-1,3,-4,3,2,0,-0.9
CCO/C=C1/C(=O)N(CC)c2ccccc21,-1,-11,1,0,3,0,-1,2,-3,-1.6

# Reprinted from the part before: 6 entries; new compounds follow.
SMILES,PRMT1 inh,TDP2 inh,HTRA1 inhibitor,rCAG RNA binder,Rev-erbA mod,TCR CD3 inh,SIAE primary,LEDGF integ inh,mABHD4 FP,PG9 binder
COc1cc(NC(=O)CSc2c3c(nc4ccccc24)CCC3)cc(OC)c1OC,0,1,-2,-4,-5,0,1,1,6,-2.0
CC(C)(C)C(=O)Nc1ccc(-c2cnco2)cc1,-6,-2,-2,1,-1,0,5,7,-5,-1.8
NC(=O)C1(N2CCCCC2)CCN(c2nc(-c3ccccc3)cs2)CC1,-1,0,0,-2,-1,4,4,-1,-2,-3.9
CC[N+](CC)(CC)C/C=C/CN1CCCCC1,-1,-1,2,-2,-5,0,0,1,-3,-0.7
CCC1(C2=CCCCC2)C(=O)NC(=O)N=C1N (stereo unspecified),-1,7,0,-1,3,-4,3,2,0,-0.9
CCO/C=C1/C(=O)N(CC)c2ccccc21,-1,-11,1,0,3,0,-1,2,-3,-1.6
COc1cccc(Nc2ncccc2C(=O)NCc2ccccc2)c1,7,-7,-28,5,13,-3,-4,-4,-8,0.3
CCCn1c(N)c(C(=O)CSc2nnc(-c3cccs3)n2C2CC2)c(=O)[nH]c1=O,-5,0,-2,2,-3,4,6,3,-2,-0.1
COc1cccc(C(C(=O)NC2CCCCC2)N(C(=O)Cc2cccs2)c2ccc(-n3cnnn3)c(OC)c2)c1 (stereo unspecified),-3,7,0,4,1,1,4,0,6,-0.7
O=C(c1ccc(-c2ccccc2)cc1)N1CCN(c2ncccn2)CC1,0,-4,-1,2,-4,6,-5,-3,-4,-0.9
N#C/C(=C\c1c(Cl)cccc1Cl)c1nn(-c2ccccc2)c(-n2cccc2)c1C#N,-3,7,-22,8,-3,-5,-4,1,1,-1.5
COc1cccc(/C=N/c2oc(-c3ccccc3)cc2C#N)c1O,-1,9,1,1,0,-3,1,-1,0,-3.9
O=C1/C(=C/c2cccs2)CCC1C1CCCC1 (stereo unspecified),-2,-9,-3,-2,4,7,1,-3,0,-0.1
O=C(CSc1nc2nn(-c3ccccc3)c(=O)c-2c2n1CCCCC2)Nc1ccc(F)cc1F,-1,-7,6,0,-3,4,12,3,0,1.9
O=C(NCc1ccccc1)OCCCN1C(=O)CCC12CCCCC2,1,11,.,0,-3,.,3,-5,3,.
Cc1cc(C(C)(C)C)ccc1NC(=O)CC(C)(C)CC(=O)O,-4,-1,.,-1,-4,1,-2,-4,3,-1.3
COC(=O)c1sccc1NC(=O)CSc1ccccc1N,-5,4,-2,-2,-6,3,11,0,3,0.2
Cc1ccccc1NC(=O)CN1CCC(NC(=O)Nc2ccccc2)CC1,-2,-1,-3,-3,4,3,2,0,-4,0.9
CCOC(=O)/C(C#N)=C/c1c(N2CCN(C)CC2)nc2c(C)cccn2c1=O,0,-1,4,0,-4,0,-4,-1,-1,2.5
